miR-122 sensor – miR-122 Renilla sensor signal increase in Huh7, primary screen, miR-122 inhibitor project, cell-based, single point, plate reader. Huh7 miR-122 Renilla luciferase sensor, 48 h; neutral wells = 0, positive control = 100. activation (reporter increase), % at 12.5 µM. AID 602342, 2012. 0.3% of 340,000 active;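 active = mean replicate activation score at least 90 and every replicate individually at or above 90; inconclusive = only one of the two criteria met; inactive = neither criterion met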;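 also: higher luciferase means less miR-122 activity so hits act as miR-122 inhibitors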
PAX8 reporter – inhibitors of PAX8-driven TPO luciferase reporter, primary screen, RMG-I cells, single concentration; SteadyGlo, 24 h; 1.2% of 360,000 active; inhibition, % at 12.6 µM;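 active = mean replicate inhibition at least 60% with every replicate also reaching 60%; inconclusive = only one of the two criteria is met; inactive = mean below 60% and not all replicates reaching 60%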;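 also: luciferase light reporting Pax8 driven TPO promoter activity; plate controls were median of neutral control wells for no effect and mitoxantrone controls for full effect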
DENV2 CPE – inhibitors of DENV2 cytopathic effect, primary screen, cell-based, plate reader, single concentration; CPE inhibition, % at 9.99 µM; DENV2-infected cells, cytopathic effect rescue; 1.7% of 350,000 active; AID 651640, 2012; in the data active = CPE inhibition above about 20%, passing the limit was not always enough; inconclusive = no clear call, values can overlap the other calls; tested in BHK-21 cells;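 also: 0% = median of neutral control wells and 100% = median of positive control wells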
CFTR F508del cor – F508del CFTR correction, initial screen, CFBE line, single point; CFBE cells, YFP halide quenching; stimulated with forskolin plus potentiator P3; % fluorescence drop versus neutral controls; activity (quench increase), % at 7.58 µM; 0.36% of 350,000 active; AID 720511, 2013;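 active = mean added fluorescence quench of at least 8% versus neutral control, with both replicates also reaching 8%; inconclusive = only one of the mean or replicate conditions met; inactive = mean below 8% and not both replicates reaching 8%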;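 also: cells transiently co-express mutant CFTR-F508del with the halide-sensitive YFP; corrector assay measuring rescue of mutant channel to the surface after 24 h compound exposure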
EWS-Fli block – EWS/Fli-driven NR0B1 reporter inhibitors, primary screen, A673 cells, NR0B1 luciferase, luminescence, MLPCN library; inhibition, % at 12.6 µM; AID 651661, 2012; 0.67% of 350,000 active; viability-normalised;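 active = mean inhibition of at least 50% after viability correction, with every replicate also passing that limit; inconclusive = mean reaches 50% but only one of two replicates passes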;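 also: firefly luciferase signal divided by Alamar Blue viability fluorescence both relative to DMSO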
GSIS activator – GLuc luminescence reporter in INS-1E cells, primary screen for activators of glucose-dependent secretion of insulin; INS-1E GLuc reporter insulin secretion, 2-3 h; activation, % at 16.6 µM; 0.61% of 370,000 active;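 active = lowest replicate activation of at least 40%, so every replicate reaches that level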;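 also: 0% = median of neutral control wells and 100% = median of IBMX positive control wells; some compounds called inactive have numbers as strong as hits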
FN deposition inh – inhibitors of fibronectin matrix deposition, primary screen, AH1F cells, Alexa488-fibronectin fluorescence, plate reader; AH1F fibroblasts, overnight; inhibition, % at 12.6 µM; 0.086% of 350,000 active; AID 743247, 2014;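 active = mean inhibition across replicates of 30% or more, regardless of how many single replicates reach that level; inconclusive = mean under 30% yet at least half of replicates reach 30%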;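 also: positive control wells lacked labelled fibronectin entirely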
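Assay system: AH1F fibroblasts / Quantity: 10000 cells per well / Medium: DMEM plus 2% serum, read in PBS / Reagent: labelled fibronectin 24 nM / Dosing: single dose, pinned / Times: 1 h cell attachment, overnight exposure to compound and label / Signal: fluorescence, ex 485 nm, em 525 nm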
Numbers without * were called inactive; ? = inconclusive; / = not tested or not shown; [ ] = another dose, or the depositor's remark.

SMILES	miR-122 sensor	PAX8 reporter	DENV2 CPE	CFTR F508del cor	EWS-Fli block	GSIS activator	FN deposition inh
O=C(C[C@H]1CC[C@H]2[C@@H](COC[C@@H](O)CN2C(=O)Nc2cccc(F)c2)O1)NCc1ccccc1Cl	6[16.7 µM]	/	0	-1.6	/	-14	2
Cc1ccc(CN(Cc2ccco2)C(=S)NCC(=O)O)cc1	-15	-4	/	/	/	-19	-5
O=S(=O)(c1ccc(Cl)nc1)N1CCCc2ccccc21	/	-51	/	/	/	14	5
O=C(COC(=O)CNC(=O)c1ccccc1)Nc1ccc(S(=O)(=O)N2CCCC2)cc1	/	15	1	0.8	6	-15	6
CCOC(=O)C(CC)n1nc(C)n2c(cc3sccc32)c1=O (stereo not drawn)	-3	4	4	2.6	4	/	-3
Cc1ccc(S(=O)(=O)NC(Cc2ccccc2)C(=O)NN)cc1 (stereo not drawn)	/	18	-4	-0.4	12	-10	-2
Cn1c(=NC(=O)CCS(=O)(=O)c2ccccc2)sc2cc(F)ccc21	1	20	-16	-1.4	15	17	-3
CC(OC(=O)/C=C/c1cccs1)C(=O)NC1CCCCC1C (stereo not drawn)	7	2	-1	-0.1	-7	-1	/
Oc1ccc(/C=N\Nc2nncc(-c3ccccc3)n2)cc1	10	-33	-1	0.0	24	11	-7
CCCC#Cc1ccc([C@@H]2[C@@H](CO)N3C(=O)CN(C(=O)Cc4cccnc4)C[C@@H]23)cc1	/	1	9	1.8	-5	-5	/
COc1ccccc1N1CCN(C2CCCCC2NS(=O)(=O)c2ccccc2)CC1 (stereo not drawn)	/	12	0	0.0	16	-8	-5
C[C@@H]1CCCCO[C@@H](CN(C)C(=O)CCCN(C)C)[C@@H](C)CN([C@H](C)CO)C(=O)c2cc(NC(=O)c3ccncc3)ccc2O1	3[16.7 µM]	-13	-6	-0.2	2	42	-14
O=c1c2ccccc2nnn1CCN1CCOCC1	/	-5	2	1.8	-9	3	-4
Cc1cc(Cl)ccc1NC(=O)c1ccc2c(c1)OCO2	/	-111	5	-4.0	-113	1	2
C[C@@H]1CN([C@H](C)CO)C(=O)c2cc(NS(=O)(=O)c3ccc(Cl)cc3)ccc2O[C@@H]1CN(C)Cc1ccncc1	13[16.7 µM]	1	9	1.3	10	-9	/
Nc1nonc1C(=O)N/N=C/c1cc2c(cc1Br)OCO2	/	-10	-2	1.0	-6	1	/
Cc1ccc(S(=O)(=O)NCC(=O)OCC(=O)c2ccc(S(=O)(=O)N3CCCCC3)cc2)cc1C	/	10	3	-1.4	2	-2	-10
COc1cc(/C=C2/NC(=O)N(CC(=O)Nc3cccc(C)c3)C2=O)ccc1OCC(N)=O	-2	12	-9	-1.2	6	15	-2
COCC(C)NC(=O)c1cc(S(=O)(=O)N2CCCCC2)ccc1N1CCOCC1 (stereo not drawn)	/	0	-4	2.9	/	3	-4
CCC1(c2ccc(Cl)cc2)NC(=O)N(CC(=O)N2CCN(C(=O)c3ccco3)CC2)C1=O (stereo not drawn)	-4	10	-1	1.2	5	/	/
Cn1c(OCc2cccnc2)nc2c1c(=O)n(Cc1ccc(Br)cc1)c(=O)n2C	1	13	/	/	/	/	5
O=C(c1ccc(F)cc1)N1CC(=O)N2[C@H](CO)[C@@H](c3ccc(-c4ccccc4F)cc3)[C@H]2C1	/	/	-1	0.9	/	-12	/
CC(C(=O)N1CCN(Cc2ccccc2)CC1)c1ccc([N+](=O)[O-])cc1 (stereo not drawn)	/	15	0	-0.3	3	-9	-5
Cc1cc(C)cc(OCC(=O)Nc2nc(-c3ccccn3)cs2)c1	-11	19	-5	-7.8	12	0	/
C[C@H]1CN([C@@H](C)CO)C(=O)c2cc(NC(=O)CCN3CCOCC3)ccc2O[C@@H]1CN(C)Cc1ccc2c(c1)OCO2	-1[16.7 µM]	-10	3	1.1	-3	-2	2
CO[C@@H]1CN(C)C(=O)c2cc(NS(=O)(=O)CC(F)(F)F)ccc2OC[C@@H](C)N(Cc2cccnc2)C[C@@H]1C	/	7	3	0.8	8	4	/
Cc1ccc(C(OCC(O)CN2CCCCC2)c2ccccc2)cc1 (stereo not drawn)	/	5	?	1.8	3	-5	7
CC(=O)c1ccc(NC(=O)CCc2c(C)nn(-c3ccc(N4CCOCC4)nn3)c2C)cc1	-8	-34	-6	-1.3	-41	6	10
CC(C)C#Cc1ccc2c(c1)O[C@H](CN(C)C(=O)CC1CC1)[C@H](C)CN([C@H](C)CO)S2(=O)=O	-8[16.7 µM]	-14	0	0.1	5	-12	-3
CSc1ccccc1C(=O)OCC(=O)NC1CC1	3	-6	?	-1.9	-1	0	/
COc1ccc(C(=O)O/N=C(/c2cccs2)C(C)(C)C)cc1	-4	-4	-2	0.6	-5	-7	2
CCC(C)NC(=O)CCC(=O)NNc1nc2ccccc2c2nc(C)nn12 (stereo not drawn)	10	8	-3	-3.6	0	3	1
C=CCN1c2ccccc2[C@]23C[C@@H](C(=O)OC)N(C(=O)NCCC)C2=NC(C(=O)OC)=C(C(=O)OC)[C@H]13	2	10	12	2.3	7	7	-5
CSCCC(NC(=O)c1ccc(Cl)cc1Cl)C(=O)NCc1ccccn1 (stereo not drawn)	-1	4	0	-0.6	3	19	5
CCC(=O)N1[C@H](CO)[C@@H](c2ccccc2)C12CN(C(=O)c1ccc3c(c1)OCO3)C2	/	-3	-9	-0.9	6	-3	-11
CO[C@H]1CN(C)C(=O)c2cc(NC(=O)C3CC3)ccc2OC[C@@H](C)N(C(=O)CN(C)C)C[C@@H]1C	0[16.7 µM]	/	7	1.6	2	14	-11
NCc1c(O)ccc2ccccc12	/	-9	5	0.5	4	9	-3
CSCCC(NS(=O)(=O)c1ccccc1F)C(=O)N1CCCCCC1 (stereo not drawn)	6	-6	8	0.5	1	-3	-2
FC(F)(F)c1ccc(Cl)c(-n2c(-c3cc(-c4ccco4)[nH]n3)n[nH]c2=S)c1	-5	23	1	-0.2	18	-13	7
CC1Oc2ccccc2OC1(O)c1ccc2ccccc2n1 (stereo not drawn)	/	43	0	/	0	/	3
CCn1c(=O)n(CC(=O)Nc2ccc(F)cc2)c(=O)c2ccccc21	1	1	3	/	3	4	-12
COc1ccccc1/C=C/C(=O)NC1CC2CCC1C2 (stereo not drawn)	2	-35	2	-0.9	-44	5	17
Cc1ccc(C(=O)Nc2ncccc2O)cc1S(=O)(=O)N1CCCCC1	/	3	-8	-1.5	2	31	-7
Cc1ccc(N2CCN(C(C(=O)Nc3c(C)cccc3C)c3ccccc3OC(F)(F)F)CC2)cc1 (stereo not drawn)	/	-4	2	1.4	9	-7	9
C[C@@H]1CCCCO[C@H](CN(C)S(C)(=O)=O)[C@@H](C)CN([C@@H](C)CO)C(=O)c2cc(NC(=O)Nc3cccc4ccccc34)ccc2O1	2[16.7 µM]	10	0	-3.6	-2	-17	/
CCCNC(=O)[C@H]1[C@H](CO)[C@H]2Cn3c(ccc(C4=CCCCC4)c3=O)[C@H]2N1C(=O)c1cnccn1	1[16.7 µM]	/	1	-1.2	-3	4	/
COc1cc(CN2CCN(Cc3ccc(C)cc3)CC2)c([N+](=O)[O-])cc1OC	3	13	17	/	48	-2	-3
O=[N+]([O-])c1cccnc1N1CCC(c2cc(-c3ccc(Cl)cc3Cl)n[nH]2)CC1	-13	21	/	/	/	/	14

Rewritten bar-delimited: 15 of the compounds above
SMILES | miR-122 sensor | PAX8 reporter | DENV2 CPE | CFTR F508del cor | EWS-Fli block | GSIS activator | FN deposition inh
COc1ccc(C(=O)O/N=C(/c2cccs2)C(C)(C)C)cc1 | -4 | -4 | -2 | 0.6 | -5 | -7 | 2
CCC(C)NC(=O)CCC(=O)NNc1nc2ccccc2c2nc(C)nn12 (stereo not drawn) | 10 | 8 | -3 | -3.6 | 0 | 3 | 1
C=CCN1c2ccccc2[C@]23C[C@@H](C(=O)OC)N(C(=O)NCCC)C2=NC(C(=O)OC)=C(C(=O)OC)[C@H]13 | 2 | 10 | 12 | 2.3 | 7 | 7 | -5
CSCCC(NC(=O)c1ccc(Cl)cc1Cl)C(=O)NCc1ccccn1 (stereo not drawn) | -1 | 4 | 0 | -0.6 | 3 | 19 | 5
CCC(=O)N1[C@H](CO)[C@@H](c2ccccc2)C12CN(C(=O)c1ccc3c(c1)OCO3)C2 | / | -3 | -9 | -0.9 | 6 | -3 | -11
CO[C@H]1CN(C)C(=O)c2cc(NC(=O)C3CC3)ccc2OC[C@@H](C)N(C(=O)CN(C)C)C[C@@H]1C | 0[16.7 µM] | / | 7 | 1.6 | 2 | 14 | -11
NCc1c(O)ccc2ccccc12 | / | -9 | 5 | 0.5 | 4 | 9 | -3
CSCCC(NS(=O)(=O)c1ccccc1F)C(=O)N1CCCCCC1 (stereo not drawn) | 6 | -6 | 8 | 0.5 | 1 | -3 | -2
FC(F)(F)c1ccc(Cl)c(-n2c(-c3cc(-c4ccco4)[nH]n3)n[nH]c2=S)c1 | -5 | 23 | 1 | -0.2 | 18 | -13 | 7
CC1Oc2ccccc2OC1(O)c1ccc2ccccc2n1 (stereo not drawn) | / | 43 | 0 | / | 0 | / | 3
CCn1c(=O)n(CC(=O)Nc2ccc(F)cc2)c(=O)c2ccccc21 | 1 | 1 | 3 | / | 3 | 4 | -12
COc1ccccc1/C=C/C(=O)NC1CC2CCC1C2 (stereo not drawn) | 2 | -35 | 2 | -0.9 | -44 | 5 | 17
Cc1ccc(C(=O)Nc2ncccc2O)cc1S(=O)(=O)N1CCCCC1 | / | 3 | -8 | -1.5 | 2 | 31 | -7
Cc1ccc(N2CCN(C(C(=O)Nc3c(C)cccc3C)c3ccccc3OC(F)(F)F)CC2)cc1 (stereo not drawn) | / | -4 | 2 | 1.4 | 9 | -7 | 9
C[C@@H]1CCCCO[C@H](CN(C)S(C)(=O)=O)[C@@H](C)CN([C@@H](C)CO)C(=O)c2cc(NC(=O)Nc3cccc4ccccc34)ccc2O1 | 2[16.7 µM] | 10 | 0 | -3.6 | -2 | -17 | /

Next part
SMILES	miR-122 sensor	PAX8 reporter	DENV2 CPE	CFTR F508del cor	EWS-Fli block	GSIS activator	FN deposition inh
O=C(C[C@@H]1CC[C@@H]2[C@H](COC[C@@H](O)CN2C(=O)Nc2ccc(C(F)(F)F)cc2)O1)NCCc1ccncc1	0[16.7 µM]	-16	7	-0.5	-5	-18	-3
O=C(NCCc1ccccc1)c1coc(=O)c(Br)c1	-4	65*	-4	1.5	23	-18	1
O=C(c1cccc(C(F)(F)F)c1)N1CCC(O)(CS(=O)(=O)Cc2ccccc2Cl)CC1	-4	4	/	/	/	/	5
CC(C)NC(=O)[C@@]1(c2ccc([N+](=O)[O-])cc2)CC(=O)N(CC23CC4CC(CC(C4)C2)C3)[C@@H]1c1ccc(CO)cc1	/	15	3	1.5	-4	/	/
CCOC(=O)c1sc(N/N=C/c2ccc(N(C)C)cc2)nc1C	4	-3	4	1.1	-10	5	0
CCOc1ccc(-n2c(SCC(=O)NCc3ccco3)nc3ccccc3c2=O)cc1	/	-2	-8	-3.4	-7	-8	0

Compound activity (PubChem)

Compounds were not picked by outcome; any-hit rate near 3.9%.
